Bim-Mcl-1: inhibitors of Bim-Mcl-1 interaction, human; 190,000 tested, 0.1% active; Bead-based flow cytometry, Bim peptide-Mcl-1 binding; Q07820; inhibition, % at 10 µM; AID 1009;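 note: 0% = no compound tracer wells and 100% = peptide blocker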
Mcl1-Bid inh: disrupts binding of human Mcl-1 to Bid peptide; Q07820; TR-FRET Mcl-1/Bid-Dy647 peptide binding, 1536-well; inhibition, % at 21.7 µM; 220,000 tested, 0.97% active; AID 1021;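 active = compounds that cut the binding signal by more than half at the single screening dose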;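 note: His-tagged Mcl-1 with europium anti-His antibody binding Bid BH3 peptide; 0% = Mcl-1 plus peptide wells and 100% = peptide-only wells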
Bim-Bfl-1: human Bim-Bfl-1 interaction inhibition; Bead-based flow cytometry, Bim-Bfl-1 binding inhibition; inhibition, % at 10 µM; 190,000 tested, 0.12% active; AID 1008;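 note: 0% = wells without compound plus tracer and 100% = blocker peptide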
RGS7-Gao reg: regulators of human RGS7-Galphao interaction | AID 1439 | Multiplexed bead flow cytometry, RGS7-Galphao binding; actives lie on both sides | binding response (% of control), % at 10 µM | 220,000 tested, 0.35% active | P09471; in the data active = binding response below about 49% or above about 150%; inconclusive = no clear call, values can overlap the other calls; inactive = in between;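 note: fluorescent Galphao held in activated GDP-AlF4 state binding bead-coupled RGS7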
Target sequence (P09471 whole entry, looked up): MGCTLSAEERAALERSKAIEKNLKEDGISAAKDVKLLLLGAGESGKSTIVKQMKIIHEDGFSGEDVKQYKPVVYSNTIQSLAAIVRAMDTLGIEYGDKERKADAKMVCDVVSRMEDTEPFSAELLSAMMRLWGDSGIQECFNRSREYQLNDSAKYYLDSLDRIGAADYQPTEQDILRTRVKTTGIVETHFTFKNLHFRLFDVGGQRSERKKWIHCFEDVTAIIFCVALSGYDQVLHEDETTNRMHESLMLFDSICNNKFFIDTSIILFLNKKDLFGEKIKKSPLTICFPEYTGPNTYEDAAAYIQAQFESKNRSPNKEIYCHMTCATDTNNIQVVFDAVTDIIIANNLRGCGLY
RGS8-Gao reg: human RGS8-Galphao interaction regulation | P09471 | multiplexed bead flow cytometry, RGS8-Galphao binding; actives lie on both sides | response (percent of control binding), % at 10 µM | 220,000 tested, 0.34% active | AID 1423; in the data active = response below about 60% or above about 140%; inactive = in between;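 note: Galphao activated as the GDP aluminium fluoride complex binding bead-coupled RGS8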
RGS4-Gao reg: human RGS4-Galphao interaction regulation; Multiplexed bead flow cytometry, RGS4-Galphao binding; actives lie on both sides; binding response (% of control), % at 10 µM; 220,000 tested, 0.33% active; AID 1415; in the data active = binding response below about 49% or above about 150%; inactive = in between;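 note: fluorescent Galphao activated with aluminum fluoride binding bead-coupled RGS4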
Bim-Bcl-XL: inhibitors of Bim-Bcl-XL interaction, human. Q07817. Bim peptide-Bcl-XL binding, bead flow cytometry, fluorescence. inhibition, % at 10 µM. 190,000 tested, 0.04% active. AID 1007
Target sequence (Q07817 whole entry, looked up): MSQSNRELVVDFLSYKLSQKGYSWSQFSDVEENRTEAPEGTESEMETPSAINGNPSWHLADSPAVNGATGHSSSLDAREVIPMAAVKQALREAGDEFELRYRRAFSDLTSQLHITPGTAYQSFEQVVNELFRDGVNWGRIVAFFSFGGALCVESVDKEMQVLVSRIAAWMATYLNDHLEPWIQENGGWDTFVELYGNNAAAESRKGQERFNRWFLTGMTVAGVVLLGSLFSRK
GSH bead fluor: GSH bead compound fluorescence profile; GSH beads flow cytometry, compound fluorescence 488/530 nm; hits give high values; fluorescence (KMESF) at 10 µM; 190,000 tested, 0.25% active; AID 1776; in the data active = fluorescence above about 89;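 note: glutathione beads carrying GST-tagged Bcl family fusion proteins plus one bare bead set; values are compound well signal with DMSO vehicle wells as background; inactives centre near 16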
Bim-Bcl-2: inhibitors of Bim-Bcl-2 interaction, human; inhibition, % at 10 µM; 190,000 tested, 0.06% active; P10415; AID 950; Bead-based flow cytometry, Bim peptide-Bcl-2 binding; in the data active = inhibition above about 40%; inconclusive = no clear call, values can overlap the other calls;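 note: 0% = no compound wells with probe peptide and 100% = reference peptide inhibitor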
Bcl-W Bim block: human Bim-Bcl-W interaction inhibition | bead-based flow cytometry, Bim peptide-Bcl-W binding | inhibition, % at 10 µM | 190,000 tested, 0.02% active;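 note: 0% = bound tracer without compound and 100% = peptide blocker; higher means less fluorescent Bim peptide bound to Bcl-W beads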
Target sequence (Q92843 whole entry, looked up): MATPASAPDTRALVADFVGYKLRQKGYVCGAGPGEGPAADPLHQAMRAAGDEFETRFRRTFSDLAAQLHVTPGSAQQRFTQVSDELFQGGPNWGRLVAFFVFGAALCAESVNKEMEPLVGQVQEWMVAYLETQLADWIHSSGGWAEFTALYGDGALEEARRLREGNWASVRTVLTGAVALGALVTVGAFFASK
Bcl-B Bim block: human Bim-Bcl-B interaction inhibition; bead-based flow cytometry, Bim peptide-Bcl-B binding; inhibition, % at 10 µM; Q9HD36; 190,000 tested, 0.073% active;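 note: 0% = tracer peptide without compound and 100% = reference inhibitor peptide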
An asterisk follows results filed as active; ? = inconclusive; . = not tested or not shown. Cut-off read from the data, not from the text of the source, unless noted: active = inhibition above about 40%. Compounds as they come; overall some 1.8% were active at least once.

Bim-Mcl-1,Mcl1-Bid inh,Bim-Bfl-1,RGS7-Gao reg,RGS8-Gao reg,RGS4-Gao reg,Bim-Bcl-XL,GSH bead fluor,Bim-Bcl-2,Bcl-W Bim block,Bcl-B Bim block,smiles
-2,-14,-7,103,108,105,-3,16,-3,-2,-8,COc1ccc(-n2ccnc2SCC(=O)NCc2ccccc2)c(OC)c1
-4,-3,-6,109,103,104,-6,10,-5,-4,-7,Cc1ccc(NC(=O)C2OCCc3ccccc32)cc1Cl (stereo not drawn)
1,-3,-5,101,102,99,-2,8,-3,-1,-3,N/C(=N\OS(=O)(=O)c1ccc2ccccc2c1)c1ccccn1
-4,-35,5,85,86,94,-6,12,0,0,-6,CC1=CC2(O)OCCN(CCO)C2=CC1=O (stereo not drawn)
-4,-24,-16,106,105,103,-5,12,-8,-3,-8,CSc1nccc(Oc2cncc(Cl)c2)n1
0,-33,-7,98,100,99,-2,10,-3,-3,-3,Cn1nnc2cc(C(=O)Nc3ccc4ccccc4c3)ccc21
2,-3,-8,81,94,72,-4,27,-6,2,-1,COc1cccc(Nc2nc3ccccc3n3nnnc23)c1
3,-39,-10,97,98,97,-4,6,-6,.,-5,Cc1nnsc1C(=O)NC(C)C12CC3CC(CC(C3)C1)C2 (stereo not drawn)
2,-15,-9,98,100,98,-10,61,1,6,-3,CCc1noc(C)c1C(=O)Nc1nc(-c2ccc(Cl)cc2Cl)c(C)s1
2,-13,-5,96,98,95,-3,20,0,0,-1,O=Cc1cccc(Oc2ncccn2)c1
-1,-3,-7,100,98,103,-3,60,-3,-1,-6,O=C(COC(=O)CCc1ccc(S(=O)(=O)N2CCOCC2)cc1)Nc1cccc(Cl)c1
-2,12,-16,97,98,98,-14,26,-10,0,-4,O=c1c2ccccc2oc2ncccc12
-5,-35,-15,100,102,101,-12,30,-5,-1,-8,N#Cc1c(NC(=O)Cn2c(=O)oc3ccccc32)oc(-c2ccccc2)c1-c1ccccc1
-10,-83,3,105,101,102,-11,11,-5,-1,-34,Cc1n[nH]c(=S)n1/N=C/c1ccccc1
-22,-31,-1,102,101,102,-13,9,-1,-7,-9,O=C(C1CCCCC1)N1CCN(c2nc(-c3ccc(F)cc3)cs2)CC1

Next section.
Bim-Mcl-1,Mcl1-Bid inh,Bim-Bfl-1,RGS7-Gao reg,RGS8-Gao reg,RGS4-Gao reg,Bim-Bcl-XL,GSH bead fluor,Bim-Bcl-2,Bcl-W Bim block,Bcl-B Bim block,smiles
0,-30,1,100,106,101,0,8,1,0,-1,O=C1CC(c2ccc(F)cc2)SC(N(c2ccccc2)c2ccccc2)=N1 (stereo not drawn)
0,-35,-2,85,93,99,-2,13,0,-2,0,CC(C)CCNC(=O)CN(CCCN1CCOCC1)C(=O)Cn1nnc(-c2ccc(F)cc2)n1
0,-30,-4,99,100,103,-3,22,0,-3,-3,COc1ccc(Nc2cc(C)c3ccccc3n2)cc1
0,8,0,100,97,96,0,16,0,-1,0,COc1ccc(OCc2nnc(SCC(=O)NCc3ccco3)o2)cc1
0,13,-19,98,98,98,-6,25,-11,-1,-10,COc1cc(S(=O)(=O)N2CCCCC2)ccc1NC(=O)/C=C/c1ccccc1
-7,-11,-15,102,102,102,-10,19,-8,-6,-11,Cn1ncc(Cl)c1C(=O)NCc1ccc(Cl)cc1
0,-4,-13,100,102,101,0,25,-10,0,-8,O=C(/C=C/c1ccccc1)NNC(=O)c1cccc(Cl)c1
-2,-1,0,99,102,100,-5,18,-1,-2,-5,Cn1c(CSc2nc3ccccc3s2)nc2ccccc21
-4,-12,-1,97,99,96,-4,5,0,-4,-5,COCCn1c(SCC(=O)Nc2ccc3c(c2)CCC3)nc2ccccc2c1=O
0,-12,-3,100,106,101,0,11,3,0,-1,Cc1ccc(C)c(N2CCN(CCCNC(=O)Cn3cccc3C(=O)c3ccccc3C)CC2)c1
0,-33,-5,99,97,100,2,9,-4,-3,-1,Cc1ncoc1C(=O)N1CCc2c([nH]c3ccccc23)C1C(C)(C)C (stereo not drawn)
-1,-33,-4,?,102,105,-3,14,-1,-4,-6,CC(=O)Nc1sc2c(c1C(c1cccc(Cl)c1)N1CCN(CCO)CC1)CCCC2 (stereo not drawn)
0,-7,-13,99,100,100,0,23,-10,0,-10,CC(C)(C)c1ccc(C(=O)N/N=C/c2cccc(Cl)c2)cc1
-1,-25,-9,77,81,91,-6,21,-8,0,-6,CCCNC(=O)C1CC(=O)N(c2ccc(OCC(=O)Nc3cccc(C)c3C)cc2)C1 (stereo not drawn)
-1,-6,12,95,89,92,-1,24,4,-4,0,Cc1sc2nc(CN(Cc3cccs3)C(=O)C3CC3)[nH]c(=O)c2c1C

Additional entries:
Bim-Mcl-1,Mcl1-Bid inh,Bim-Bfl-1,RGS7-Gao reg,RGS8-Gao reg,RGS4-Gao reg,Bim-Bcl-XL,GSH bead fluor,Bim-Bcl-2,Bcl-W Bim block,Bcl-B Bim block,smiles
-2,-7,-1,99,98,99,0,17,-2,0,0,Cc1cnc(C(=O)Nc2ccc(F)c(F)c2)cn1
-4,-2,-3,110,104,112,-2,11,-4,-1,-1,CCOc1ccc(C(=O)CN2CCN(S(=O)(=O)c3ccc(Br)cc3)CC2)cc1
-8,-71,3,101,100,99,-9,10,3,-6,-4,O=C1NN(c2ccc(F)cc2)C(=O)/C1=C\C=C\c1ccco1
0,-36,-6,100,101,102,0,18,-5,2,-1,Cc1ccn2cc(CNC(=O)c3ccc(Br)o3)nc2c1
0,-16,1,97,98,96,1,29,-1,1,3,Cc1cccn2c(=O)c(C=NCc3ccco3)c(Nc3ccc(SC(F)F)cc3)nc12
1,-7,-12,98,102,103,-1,26,0,2,-4,CCN(c1cccc(C)c1)S(=O)(=O)c1c(C)[nH]c(=O)[nH]c1=O
-2,8,7,108,97,101,0,6,3,2,-7,CCNC(=O)c1ccc(CSc2ccc(Cl)cc2)cc1
-3,30,-4,101,101,102,-2,19,-4,0,-6,CNCCCOc1ccc(Cl)cc1C(C)(C)C
0,-26,-4,84,91,83,-2,10,0,2,-1,COc1ccc2cc(C(=O)C3CCCN(Cc4cnc(C)s4)C3)ccc2c1 (stereo not drawn)
12,12,14,99,88,98,14,27,8,10,11,O=C1CCC([N+](=O)[O-])C(c2ccc(Cl)cc2)N1 (stereo not drawn)
0,8,-3,94,98,91,-1,24,-1,-1,3,CSc1nc2nc(C)cc(-c3ccccc3)n2n1
0,6,-1,102,100,102,-3,10,3,-1,0,CCNC(=O)c1c(C)nc2ccccn12
-8,-9,-9,105,100,101,-4,16,-6,-6,-11,O=C1NCCN1Cc1ccc(Cl)cc1
-5,-13,-23,100,97,97,-10,24,-11,-3,-8,COc1ccc(NS(=O)(=O)c2ccc(OC)c(OC)c2)cc1OC
-3,-51,-8,103,104,102,-4,14,-7,-3,-7,CCNC(=S)N1CCN(Cc2ccc3c(c2)OCO3)CC1

A draw from above in order of number of heavy atoms, ascending:
Bim-Mcl-1,Mcl1-Bid inh,Bim-Bfl-1,RGS7-Gao reg,RGS8-Gao reg,RGS4-Gao reg,Bim-Bcl-XL,GSH bead fluor,Bim-Bcl-2,Bcl-W Bim block,Bcl-B Bim block,smiles
0,-4,-13,100,102,101,0,25,-10,0,-8,O=C(/C=C/c1ccccc1)NNC(=O)c1cccc(Cl)c1
-8,-71,3,101,100,99,-9,10,3,-6,-4,O=C1NN(c2ccc(F)cc2)C(=O)/C1=C\C=C\c1ccco1
-1,-3,-7,100,98,103,-3,60,-3,-1,-6,O=C(COC(=O)CCc1ccc(S(=O)(=O)N2CCOCC2)cc1)Nc1cccc(Cl)c1

Carrying on:
Bim-Mcl-1,Mcl1-Bid inh,Bim-Bfl-1,RGS7-Gao reg,RGS8-Gao reg,RGS4-Gao reg,Bim-Bcl-XL,GSH bead fluor,Bim-Bcl-2,Bcl-W Bim block,Bcl-B Bim block,smiles
-1,-11,-2,99,100,100,-2,18,0,-2,2,COC(=O)c1cc(OC)c(OC)cc1NC(=O)Nc1ccc(OC)cc1OC
0,3,-9,108,104,106,-5,16,-8,0,-5,CC(=O)c1cccc(NC(=O)N2CCCC2C(=O)Nc2cccc(C)c2C)c1 (stereo not drawn)
1,-8,-5,106,103,103,-2,22,1,0,1,COc1ccc(CCNS(=O)(=O)c2cc(C(=O)O)c(Cl)cc2Cl)cc1
-4,-5,0,100,98,97,-10,24,-8,-7,-10,CCn1ncc(CNC(=O)CCCSc2nc(-c3ccco3)cc(C(F)(F)F)n2)c1C
0,-6,-7,100,104,101,-5,11,-4,0,-7,CCCS(=O)(=O)c1c(S(=O)(=O)CCC)c2cc(-c3ccncc3)ccn2c1C(=O)OC
0,-116,-3,92,96,95,0,12,-1,-1,-2,O=C(N/N=C/c1c(O)ccc2ccccc12)c1ccc[n+](CCO)c1
-1,-17,0,102,110,101,-2,8,-1,-2,-2,Cc1cccc(C(C)C)c1NC(=O)CN(C)Cc1cccc(F)c1
4,-25,-1,97,100,99,0,21,-2,0,-14,S=C(NCc1ccc(Cl)cc1)N1CCN(c2ccccn2)CC1
-4,-2,-2,100,100,102,1,22,0,-1,0,Cc1ccc(S(=O)(=O)N[C@@H](Cc2ccccc2)C(=O)CCl)cc1
-1,-10,-9,99,102,103,-9,44,-6,5,-8,CCn1c(Cc2ccccc2)nnc1SCC(=O)Nc1ccc(N2CCOCC2)c(Cl)c1
-8,-43,-9,99,102,101,2,43,-7,-1,-5,CCCOc1ccc(C2C(C(=O)c3ccc(C)o3)=C(O)C(=O)N2CCN2CCOCC2)cc1OC (stereo not drawn)
-4,-7,-9,101,107,102,-5,9,-1,-1,-9,Cc1cccc(N2CCN(C(=O)N3CCCCC3)CC2)c1C
2,-2,-7,100,95,98,-5,15,-3,-1,-5,COc1ccc(OC)c(NC(=O)CSc2nnc(Cn3c(=O)sc4ccccc43)n2C)c1
2,-32,-6,99,106,104,1,12,-3,0,-1,COc1ccc2c(c1)nc(SCC(O)c1ccccc1)n2C (stereo not drawn)
0,-34,-4,?,99,97,-2,20,0,-2,-2,Cc1ccc([N+](=O)[O-])c(OCCN2C(=O)NC(C)(C)C2=O)c1
